# HepG2 tox: qHTS for Inhibitors of TGF-b: Cytotox Counterscreen. HepG2 CAGA-GFP viability, ATP luminescence, 18 h. Potency, µM (series often up to 46.1 µM), for inactives: top-dose activity change, negative = cytotoxicity, most hits filed as cytotoxic. 0.76% of 410,000 active. AID 588856, 2011; also: some results filed as inactive show a strong effect at the top dose
#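 HepG2 CAGA-GFP cells (1000/well, DMEM with 1% FBS) received compound, then TGF-beta at 500 pg/mL final, and were incubated 18 hours at 37 degrees C. Viability was read by CellTiter-Glo luminescence. Media-only wells were set as complete cell-killing and DMSO as no toxicity.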
# ATXN2 expr inh: Primary qHTS for Inhibitors of ATXN expression; HEK-293 ATXN2-luciferase reporter, luminescence, 24 h; AID 1745845, 2022; 0.72% of 360,000 active; Potency, µM (highest dose often 57 µM), inactives show at the highest dose activity change, negative = inhibition, actives largely listed as inhibitors; also: % is scaled to controls: 0 for no effect and ±100 for the full control effect; nearly all actives have a fitted effect of over 55% in size
#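 qHTS (up to 57 uM final) was run with 24 h compound exposure of reporter cells at 37 °C. Each well was multiplexed: SteadyGlo luminescence measured ATXN2-luciferase expression after a fluorogenic Gly-Phe-AFC viability readout (25 uM final).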
# TGFb SMAD3 inh: qHTS for Inhibitors of TGF-b; HepG2 CAGA-GFP TGF-b/SMAD3 reporter, GFP fluorescence, 18 h; TGF-beta stimulated, 500 pg/mL final; Potency, µM (highest dose often 46.1 µM), for inactives: top-dose activity, negative = inhibition, usual class: inhibitors; 1.2% of 410,000 active; also: % is scaled to controls: 0 for no effect and ±100 for the full control effect; nearly all actives have a fitted effect of over 65% in size
#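 Read-out: total well GFP (ex488/em500-530) summed from mean per-cell fluorescence. Cells: HEPG2 CAGA-GFP, 1% FBS DMEM, 18 h at 37 degrees C with 500 pg/mL final TGF-beta. Unstimulated wells served as the full-inhibition control; stimulated DMSO wells = 0%.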
# MCF10A rerep: A quantitative high throughput screen for small molecules that induce DNA re-replication in MCF 10a normal breast cells; MCF 10A DNA re-replication, Hoechst nuclear intensity, 48 h; Potency, µM (titrated, usually from 46.1 µM), without a hit: top-dose activity, positive = re-replication, actives largely listed as activators; 2.9% of 350,000 active; AID 624296, 2012; also: % of control where 0% means no effect; nearly all actives have a fitted effect of over 50% in size
# A549 viability: Nrf2 qHTS screen for inhibitors: counterscreen for cytotoxicity; Potency, µM (highest dose often 46 µM), for inactives: at the highest dose activity change, negative = cytotoxicity, hits mostly inhibitors; A549 ARE-Fluc cells, CellTiter-Fluor viability, 18-24 h; AID 504648, 2011; 0.16% of 390,000 active; also: % is scaled to controls: 0 for no effect and ±100 for the full control effect
#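 A549 ARE_Fluc cells in 5% FBS OPTI-MEM were exposed to compounds in concentration-response for 18-24 h at 37 deg C. Viability was read by CellTiter-Fluor fluorescence (Ex 405/Em 525) after 30 min, before the luciferase read.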
# Nrf2 activator: qHTS of Nrf2 Activators. AREc32 ARE-luciferase reporter (MCF7-derived line), luminescence, 24 h. Potency, µM (highest dose often 46.1 µM), inactives show at the top dose activation, actives largely listed as activators. 0.31% of 410,000 active. AID 624171, 2012; also: % of control where 0% means no effect; nearly all actives have a fitted effect of over 65% in size
#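 Cells of the AREc32 ARE-luciferase line are plated in OPTI-MEM containing 5% FBS and left overnight at 37 deg C. Compounds are pinned in, incubation continues 24 hr, and firefly luciferase signal is then measured.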
# EPAC2 antagonist: qHTS for Antagonist of cAMP-regulated guanine nucleotide exchange factor 2 (EPAC2): primary screen; Potency, µM (highest dose often 114 µM), inactives show at the top dose activity, negative = inhibition, actives largely listed as inhibitors; 0.18% of 360,000 active; EPAC2 GEF exchange of Rap1B-BODIPY-GDP, fluorescence; AID 720708, 2013; also: % is scaled to controls: 0 for no effect and ±100 for the full control effect; nearly all actives have a fitted effect of over 45% in size; many of its hits are not listed in these tables
# Target sequence (Q8WZA2 whole entry, looked up): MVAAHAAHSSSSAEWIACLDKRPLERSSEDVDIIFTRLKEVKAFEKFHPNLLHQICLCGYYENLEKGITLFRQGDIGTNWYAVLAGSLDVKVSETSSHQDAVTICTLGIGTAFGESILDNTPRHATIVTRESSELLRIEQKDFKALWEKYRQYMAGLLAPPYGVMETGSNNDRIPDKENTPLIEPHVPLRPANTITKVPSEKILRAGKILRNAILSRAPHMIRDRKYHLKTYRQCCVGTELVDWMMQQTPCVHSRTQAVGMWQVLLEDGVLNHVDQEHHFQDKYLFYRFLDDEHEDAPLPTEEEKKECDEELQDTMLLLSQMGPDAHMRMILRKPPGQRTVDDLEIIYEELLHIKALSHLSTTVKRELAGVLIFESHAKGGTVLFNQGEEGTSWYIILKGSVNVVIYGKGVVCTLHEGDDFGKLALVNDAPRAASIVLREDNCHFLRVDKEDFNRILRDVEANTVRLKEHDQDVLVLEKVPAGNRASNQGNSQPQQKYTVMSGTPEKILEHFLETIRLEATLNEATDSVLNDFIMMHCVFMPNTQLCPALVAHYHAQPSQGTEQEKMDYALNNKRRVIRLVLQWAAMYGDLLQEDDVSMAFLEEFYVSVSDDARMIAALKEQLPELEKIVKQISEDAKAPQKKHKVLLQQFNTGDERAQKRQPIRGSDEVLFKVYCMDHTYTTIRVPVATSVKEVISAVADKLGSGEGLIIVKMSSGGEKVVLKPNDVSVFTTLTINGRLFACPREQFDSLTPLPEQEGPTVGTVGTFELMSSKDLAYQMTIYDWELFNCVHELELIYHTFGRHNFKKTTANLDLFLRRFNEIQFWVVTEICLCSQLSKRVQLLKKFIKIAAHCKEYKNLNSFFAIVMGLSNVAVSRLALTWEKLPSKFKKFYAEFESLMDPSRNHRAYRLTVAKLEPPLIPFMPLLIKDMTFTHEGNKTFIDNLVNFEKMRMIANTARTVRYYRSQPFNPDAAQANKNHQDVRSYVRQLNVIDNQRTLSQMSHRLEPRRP
# Nrf2 inh: Nrf2 qHTS screen for inhibitors; A549 ARE-Fluc reporter, luciferase luminescence, 18-24 h; Potency, µM (doses to about 46 µM), without a hit: at the highest dose activity change, negative = inhibition, actives largely listed as inhibitors; 2.1% of 360,000 active; also: % is scaled to controls: 0 for no effect and ±100 for the full control effect; nearly all actives have a fitted effect of over 60% in size
#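 Cells were seeded and rested 2 h, then exposed to compounds for 18-24 h. CellTiter-Fluor was read first as a viability measure. BugLite was added 15 min before the final luminescent read of ARE-luciferase activity in A549 cells.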
# ATXN viability: Viability Counterscreen for Primary qHTS for Inhibitors of ATXN expression. S2 cells (HEK-293 line with an ATXN2-luciferase reporter) viability, CellTiter-Fluor protease fluorescence, 24 h. Potency, µM (highest dose often 56.7 µM), actives largely listed as cytotoxic. 0.49% of 400,000 active. AID 651635, 2014; also: nearly all actives have a fitted effect of over 40% in size
# Starred values were filed as active, the others as inactive; i = inactive; ? = inconclusive; . = not tested or not shown; [ ] = another dose, or the depositor's remark. Calls follow the shape of the dose curve; as a rule, active = well fitted curve in the direction sought with a large enough effect; inconclusive = small, poorly fitted or top-dose-only effect, or another doubt; inactive = no such curve, though single readings can be large; an effect the other way counts as inactive or inconclusive. Potency is read from the fitted curve at half-maximal effect. The list is partial; count on the stated rates, not on these rows.
SMILES	HepG2 tox	ATXN2 expr inh	TGFb SMAD3 inh	MCF10A rerep	A549 viability	Nrf2 activator	EPAC2 antagonist	Nrf2 inh	ATXN viability
CC1=C(C(=O)Nc2cc(C(=O)N3CCN(c4cccc(C)c4)C(C)C3)ccc2C)SCCO1 (configuration not stated)	-6%	-19%	-1%	1%	-1%	-0.6%	-9%	-4%	i
CN(C)C1CCN(Cc2cc(COCc3ccccc3)c3cccnc3c2O)C1 (configuration not stated)	-13%	?	?	?	-12%	4.3%	16%	21µM*	?
CC(=O)CCc1oc2ccccc2c1-c1ccccc1	12%	-18%	-17%	-2%	11%	-0.5%	25µM*	-2%	i
COc1cc(NC(=O)COC(=O)CC(C)(C)C)c(C)cc1[N+](=O)[O-]	-7%	7%	10%	26%	-1%	3.1%	8%	-15%	?
O=C(N/C=N/O)C1=NOC(CNc2ncc(C(F)(F)F)cc2Cl)C1 (configuration not stated)	15%	9%	25%	-2%	-7%	3.6%	4%	18%	i
Cc1cccc(C(=O)Nc2c(C#N)c(C)c(C)n2Cc2ccccc2)c1	2%	-7%	?	0%	-12%	-0.9%	-9%	-11%	i
CC(C)c1cc(CNC(=O)C2CCC(=O)N(CCc3ccc(Cl)cc3)C2)on1 (configuration not stated)	-5%	9%	0%	10%	4%	-0.4%	3%	-3%	i
O=C(CNCc1ccccc1)Nc1ccccc1-c1ccccc1	-18%	-13%	0%	23µM*	10%	3.3%	-4%	8%	i
CCc1c(C)nc2cc(-c3ccccc3)[nH]n2c1=O	-8%	-14%	-1%	-9%	4%	3.6%[9.22 µM]	9%	?	i
Cc1ccc(-c2csc3ncnc(N4CCN(C)CC4)c23)cc1C	-36%	3%	-23%	1%	1%	1.0%	1%	16%	i
Cc1ccc(NC(=O)COc2nsnc2N2CCOCC2)cc1Cl	-7%	-18%	17%	2%	1%	-0.4%	4%	22%	i
N#Cc1c(NC(=O)c2nc3ncccn3n2)sc2c1CCCCC2	1%	-33%	8%	?	-2%	-0.4%	12%	.	?
COc1cccc(-c2ccc(CN3C(C)C(=O)N(Cc4cn(Cc5ccco5)nn4)CCS3(=O)=O)cc2)c1OC (configuration not stated)	-35%	-8%	?	.	.	1.1%	-18%	.	i
Cc1ccc(NC(=O)C2CCN(C(=O)OC(C)(C)C)CC2)cc1S(=O)(=O)N1CCCCC1	-2%	?	?	?	-20%	-1.7%	1%	?	?
O=C(COc1ccccc1[N+](=O)[O-])Nc1ccc(CN2CCOCC2)cc1	7%	8%	4%	3%	-2%	3.1%	8%	1%	i
Cn1c(CNC(=O)Cc2ccc3c(c2)OCO3)nnc1SCc1ccccc1	-2%	-1%	5%	-6%	-9%	-0.1%	4%	-9%	?
Cc1oc(-c2cccs2)nc1CS(=O)CC(=O)NCc1ccc2c(c1)OCO2 (configuration not stated)	-7%	-1%	-37%	17%	1%	-0.5%	2%	-6%	i
Cc1ccccc1Nc1cc(C(=O)NCCCN2CCN(c3cccc(Cl)c3)CC2)c2ccccc2n1	-59%	?	22µM*	.	?	0.4%	.	.	?
CCN(CC)c1ccc(NC(=O)Cn2nc(C)n3cccc3c2=O)c(C)c1	9%	.	52%[activator]	.	1%	-1.1%	.	-8%	.
COCc1cc(=O)[nH]c(SC)n1	5%	-10%	2%	-6%	0%	0.3%	-5%	5%	i
CCOc1ccc(NC(=O)CC2C(=O)N(c3ccccc3)C(=S)N2Cc2ccccn2)cc1 (configuration not stated)	-41%	-1%	0%	16%	-10%	7.1%	-1%	?	i
Nc1cccc([N+](=O)[O-])c1	0%	-12%[11.3 µM]	4%	3%	0%	-0.1%	14%	-20%	i
CC(=O)Nc1nc(C(=O)O)cs1	-14%	17%	1%	2%	3%	-0.7%	-1%	3%	i
CCCCn1c(SCC(=O)Nc2nnc(C)s2)nc2c1c(=O)n(C)c(=O)n2C	7%	2%	-8%	-1%	-7%[1.84 µM]	0.5%	0%	2%	i
CSc1cccc(NC(=O)c2cccc(N3CCCS3(=O)=O)c2)c1	-16%	11%	?	.	0%	9.4%	.	?	i
Cc1ccc(C(=O)N/C(=C\c2ccc3c(c2)OCO3)C(=O)Nc2ccc(C(=O)O)cc2)cc1	0%	-9%	7%	0%	-1%	4.0%	4%	3%	i
COc1ccc(C2=NOC(Cn3nc(C(=O)NCc4ccc(OC(F)(F)F)cc4)cc3-c3ccccc3)C2)cc1 (configuration not stated)	-6%	-11%	-27%	11%	-5%	0.4%	1%	?	i
Cc1ccc(-n2cccn2)c(CN2CCC(CO)(CCc3ccccc3)CC2)c1	-4%	-18%	?	18%	0%	2.9%	6%	10%	i
CCn1cc(C(=O)NCC2CCCO2)c2cc(OC)c(OC)cc2c1=O (configuration not stated)	0%	-4%	-20%	-13%	0%	-0.6%	-4%	1%	i
Cc1cccc(N2CCN(C(=O)c3ccccn3)CC2C)c1 (configuration not stated)	-18%	-5%	-5%	-31%[inhibitor]	-1%	-0.1%	7%	-11%	?

# Sorted by length of the SMILES (rising): part of the list above
SMILES	HepG2 tox	ATXN2 expr inh	TGFb SMAD3 inh	MCF10A rerep	A549 viability	Nrf2 activator	EPAC2 antagonist	Nrf2 inh	ATXN viability
CC(=O)Nc1nc(C(=O)O)cs1	-14%	17%	1%	2%	3%	-0.7%	-1%	3%	i
Cc1cccc(N2CCN(C(=O)c3ccccn3)CC2C)c1 (configuration not stated)	-18%	-5%	-5%	-31%[inhibitor]	-1%	-0.1%	7%	-11%	?
CCn1cc(C(=O)NCC2CCCO2)c2cc(OC)c(OC)cc2c1=O (configuration not stated)	0%	-4%	-20%	-13%	0%	-0.6%	-4%	1%	i
Cn1c(CNC(=O)Cc2ccc3c(c2)OCO3)nnc1SCc1ccccc1	-2%	-1%	5%	-6%	-9%	-0.1%	4%	-9%	?
CCN(CC)c1ccc(NC(=O)Cn2nc(C)n3cccc3c2=O)c(C)c1	9%	.	52%[activator]	.	1%	-1.1%	.	-8%	.
Cc1ccc(-n2cccn2)c(CN2CCC(CO)(CCc3ccccc3)CC2)c1	-4%	-18%	?	18%	0%	2.9%	6%	10%	i
CCCCn1c(SCC(=O)Nc2nnc(C)s2)nc2c1c(=O)n(C)c(=O)n2C	7%	2%	-8%	-1%	-7%[1.84 µM]	0.5%	0%	2%	i
Cc1ccccc1Nc1cc(C(=O)NCCCN2CCN(c3cccc(Cl)c3)CC2)c2ccccc2n1	-59%	?	22µM*	.	?	0.4%	.	.	?
COc1ccc(C2=NOC(Cn3nc(C(=O)NCc4ccc(OC(F)(F)F)cc4)cc3-c3ccccc3)C2)cc1 (configuration not stated)	-6%	-11%	-27%	11%	-5%	0.4%	1%	?	i

# (list continues)
SMILES	HepG2 tox	ATXN2 expr inh	TGFb SMAD3 inh	MCF10A rerep	A549 viability	Nrf2 activator	EPAC2 antagonist	Nrf2 inh	ATXN viability
O=c1/c(=C\c2ccc(F)cc2)sc2n1CCCN=2	-26%	49%[activator]	-6%	17%	5%	24%	-2%	?	i
O=C(Nc1ccn(CCCN2CCN(Cc3ccc(F)cc3)CC2)c(=O)n1)OCc1ccccc1	-23%	-29%	-7%	.	.	0.6%	3%	.	i
CCCCc1cc(=O)oc2cc(OCc3nn[nH]n3)c(Cl)cc12	-2%	1%	0%	0%	2%	0.3%	-4%	6%	i
O=C(O)C1CCCN1S(=O)(=O)c1ccc(Cl)cc1 (configuration not stated)	5%	.	5%	-1%	-17%	0.4%	-1%	-12%	i
CCC(=O)NC(=S)Nc1ccc(NC(=O)c2ccc(OC)cc2)cc1	2%	-21%	0%	?	0%	-0.5%	4%	0%	?
Cc1ccc2nc(-c3cccs3)oc(=O)c2c1	11%	-2%	0%	10%	-5%	-0.2%	-10%	4%	i
Cc1ccccc1CSc1nc2c([nH]c3ccccc32)c(=O)n1-c1ccccc1	2%	.	-8%	.	13%	-0.2%	.	.	.
COc1ccc(N2CCN(C(=S)NCc3ccccc3)CC2)cc1	0%	-7%	12%	-5%	0%	0.2%	29%	1%	i
CCCCNC(=O)CC1S/C(=N/N=C/c2ccc(OC)cc2)NC1=O (configuration not stated)	-39%	21%	1%	-1%	5%	0.3%	4%	2%	i
COc1ccc(-c2csc3nc(-c4cccnc4)nc(N4CCC(C(N)=O)CC4)c23)cc1OC	-18%	-10%	3%	?	5%	11%	8%	-16%	i
S=C(NCC1CCCO1)N1CCN(Cc2ccccc2Cl)CC1 (configuration not stated)	-15%	.	?	11%	0%	-0.3%	3%	0%	?
Cc1ccc(NC2CC(=O)N(c3cccc([N+](=O)[O-])c3)C2=O)cc1 (configuration not stated)	-14%	1%	-5%	2%	4%	0.3%	16%	17%	i
CCOC(=O)C(C)Sc1nc(C2CC2)cc(C(F)(F)F)c1C#N (configuration not stated)	-22%	2%	1%	-4%	?	-0.3%	-9%	11%	i
C=CCn1cc(CN2CCC(C(=O)Nc3ccc(Oc4cccnc4)cc3)CC2)c(C)n1	1%	-4%	-17%	1%	3%	3.3%	9%	4%	i
CC(=O)C1=C(c2ccccc2)NC(=O)NC1c1ccccc1OCC(=O)NCc1ccccc1 (configuration not stated)	1%	4%	-27%	28%	0%	0.1%	-4%	-19%	i
CC1CCN(C(=O)CCNS(=O)(=O)c2ccccc2)CC1	-1%	26%	-5%	6%	-2%	2.3%	-3%	?	i
CCc1ccccc1NC(=O)Cn1c(=O)n(Cc2ccc(OC)cc2)c(=O)c2oc3ccccc3c21	-5%	.	0%	.	4%	0.5%	.	-11%	.
CN(C)CCSc1nc(N)c2c3c(sc2n1)CN(C)CC3	-2%	-3%	-18%	29%	-6%	0.7%	-18%	-11%	i
